# Screening data deposited in PubChem by National Center for Advancing Translational Sciences (NCATS).
# KCNH2 WT inh – inhibitors of human wildtype KCNH2 potassium channel; Q12809; U2OS, BacMam KCNH2, thallium flux FluxOr; stronger effect = lower value; activity change, % at 1.84 µM; 340,000 tested, 0.37% active;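 active = maximum activity change below -70%; inconclusive = maximum activity change between -70% and -50%; inactive = maximum activity change above -50%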; note: % is set by controls: 0 for no effect and ±100 for the full control effect
#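 U2OS cells were transduced with wild-type KCNH2 virus (2.03 x 10^8 / mL) for 4 h at room temperature, then cultured overnight at 37 C. Thallium flux was read with FluxOr dye. Rate constants were normalized to DMSO controls.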
# MBNL1 CUG block – blocks human MBNL1 binding to CUG repeat RNA; TR-FRET MBNL1-His/biotin-(CUG)12 binding, 665/545 ratio; Potency, µM (highest dose often 57.5 µM), for inactives: at the top dose activity change, negative = inhibition, most hits filed as inhibitors; 280,000 tested, 0.036% active; active = well fitted inhibition curve with a large enough effect in the signal ratio, with a control signal flat, not every such curve was filed as active; inconclusive = small, poorly fitted or top-dose-only effect, or effect the other way, or a change in a side signal; inactive = no such curve, though single readings can be large or run the other way; the % refers to the signal ratio; note: potency is the fitted concentration of half-maximal effect; % is set by controls: 0 for no effect and ±100 for the full control effect
#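 Compound titration spanned 92 nM–58 uM against the MBNL1-His/biotin-(CUG)12 complex. After 60 min at room temperature with 5 nM streptavidin-XL665 and 0.055 ng/ul terbium anti-His, ratiometric 665/545 nm emission (Ex 340 nm) normalized to controls.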
# USP2a block – inhibitors of human ubiquitin-specific protease USP2a | Potency, µM (highest dose often 38.3 µM), inactives show at the top dose activity change, negative = inhibition, hits mostly inhibitors | USP2 core, Ub-CHOP2 coupled fluorogenic reporter, 485/531 | O75604 | 330,000 tested, 0.01% active;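 note: potency is the fitted concentration of half-maximal effect; plate controls were DMSO wells for no effect and full inhibition by NEM control for full effect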
#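 Cell-free coupled assay: 10nM USP2 core preincubated 30min RT with compound in Tris-HCl pH 8.0/CaCl2/CHAPS buffer, then 25nM Ub-CHOP2 and 25nM reporter substrate; fluorescence (Ex 485/Em 531) read after 60min RT, normalized to NEM inhibition, concentration-response curves fitted.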
# Chronic BCR inh – blocks chronic active B-cell receptor signaling; AID 493014; ABC-DLBCL IkBa-CBG/CBR reporter, luminescence ratio, 4 h; Potency, µM (top dose mostly 46.1 µM), inactives show at the top dose ratio change, negative = lower green/red ratio, hits mostly inhibitors; 340,000 tested, 0.05% active; active = well fitted inhibition curve with a large enough effect in the signal ratio, with a control signal flat, not every such curve was filed as active; inconclusive = small, poorly fitted or top-dose-only effect, or effect the other way, or a change in a side signal; the % refers to the signal ratio;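 note: potency is the fitted concentration of half-maximal effect; plate controls were basal doxycycline-induced cells for no effect and cells given 10 µM MG132 for full effect; MG132 reads +100%, hits lower the ratio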
#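 Concentration-response series (up to 46 uM) were applied to TMD8 dual-reporter cells for 4 h at 37C with doxycycline. Green/red ratio, after filter-overlap correction, defined %Activity; red signal alone was normalised to basal cells and zero luminescence.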
# PKM2 act – PKM2 (human) enzyme activation; P14618; purified PKM2, Kinase-Glo ATP luminescence, activation; response scale: 0% is enzyme alone, no compound; Potency, µM (series often up to 57.5 µM), without a hit: at the top dose activation, hits mostly activators; 260,000 tested, 0.34% active; AID 1631; note: potency is the fitted concentration of half-maximal effect; % is set by controls: 0 for no effect and ±100 for the full control effect; nearly all actives have a fitted effect of over 55% in size
# Target sequence (P14618 whole entry, looked up): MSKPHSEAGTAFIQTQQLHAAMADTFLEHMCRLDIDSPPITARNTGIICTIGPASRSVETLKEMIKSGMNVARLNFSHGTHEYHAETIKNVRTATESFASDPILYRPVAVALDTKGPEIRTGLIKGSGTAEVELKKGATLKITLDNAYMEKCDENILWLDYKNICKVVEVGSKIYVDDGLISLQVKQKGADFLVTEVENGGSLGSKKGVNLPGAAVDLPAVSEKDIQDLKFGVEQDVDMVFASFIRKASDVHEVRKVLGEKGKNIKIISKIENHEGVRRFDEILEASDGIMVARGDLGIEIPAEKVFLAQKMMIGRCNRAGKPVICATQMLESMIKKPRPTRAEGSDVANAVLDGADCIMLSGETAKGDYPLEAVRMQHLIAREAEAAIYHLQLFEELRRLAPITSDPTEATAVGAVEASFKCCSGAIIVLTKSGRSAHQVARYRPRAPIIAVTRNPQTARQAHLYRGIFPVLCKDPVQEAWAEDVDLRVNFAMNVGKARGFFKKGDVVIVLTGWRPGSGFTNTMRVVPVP
#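 Kinase-Glo luminescence reports ATP generated from ADP (0.1 mM) and PEP (0.5 mM) by purified hPK-M2 after 1 h at room temperature, pH 7.2 imidazole buffer; intermediate enzyme activity allows detecting inhibitors and activators.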
# Menin MLL FP TR – menin-MLL binding inhibition, Texas Red mutant peptide. O00255. Menin + Texas Red MLL mutant peptide, fluorescence polarization. Potency, µM (series often up to 61.6 µM), for the others: top-dose FP activity change, negative = inhibition, actives largely listed as inhibitors. 270,000 tested, 0.23% active. AID 1768; active = well fitted inhibition curve with a large enough effect in the polarisation, with a control signal flat, not every such curve was filed as active; inconclusive = small, poorly fitted or top-dose-only effect, or effect the other way, or a change in a side signal; inactive = no such curve, though single readings can be large or run the other way; the % refers to the polarisation; note: potency is the fitted concentration of half-maximal effect; % of control where 0% means no effect; many of its hits are not listed in these tables
# GALK inhibitor – blocks human galactokinase activity; Purified GALK, Kinase-Glo residual ATP luminescence; 270,000 tested, 0.007% active; Potency, µM (titrated, usually from 57.5 µM), for inactives: at the top dose activity change, negative = inhibition, hits mostly inhibitors; AID 1868; note: potency is the fitted concentration of half-maximal effect; % is set by controls: 0 for no effect and ±100 for the full control effect
# Target sequence (P51570 whole entry, looked up): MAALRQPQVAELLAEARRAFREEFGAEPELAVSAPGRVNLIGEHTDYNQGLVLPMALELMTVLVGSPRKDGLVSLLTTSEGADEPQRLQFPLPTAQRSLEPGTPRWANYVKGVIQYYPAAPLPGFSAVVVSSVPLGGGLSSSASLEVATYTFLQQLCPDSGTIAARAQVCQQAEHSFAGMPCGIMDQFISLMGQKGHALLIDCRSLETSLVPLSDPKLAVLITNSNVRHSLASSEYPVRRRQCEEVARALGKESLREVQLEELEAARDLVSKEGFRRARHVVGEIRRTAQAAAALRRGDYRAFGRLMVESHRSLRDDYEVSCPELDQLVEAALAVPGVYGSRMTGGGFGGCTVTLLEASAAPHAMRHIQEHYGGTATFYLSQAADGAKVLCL
#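 Quantitative HTS: GALK 5 nM, ATP 35 uM, galactose 100 uM, 1 h room temperature, then luciferase-based ATP detection.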
# TSHR antag – human thyrotropin receptor antagonism | P16473 | TSHR-expressing cells, TSH-stimulated cAMP HTRF, 2 h; stronger effect = lower value | activity change, negative = inhibition, % at 11.5 µM | 330,000 tested, 0.2% active;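 active = activity change below a set negative limit, meaning inhibition stronger than a set level, cut at about -70% in these data; inconclusive = activity change between two set negative limits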; note: % is set by controls: 0 for no effect and ±100 for the full control effect
#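 TSHR-expressing cells were treated with compounds, then stimulated with TSH at EC80 (4nM final) for 2 hours at 37 deg C. Cellular cAMP was measured by HTRF competition between lysate cAMP and cAMP-d2 for a cryptate-labelled anti-cAMP antibody.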
# Mito fusion yeast – mitochondrial division inhibition or fusion activation | S. cerevisiae fusion-defective mutant growth rescue, CellTiterGlo 48 h | Potency, µM (top dose mostly 46.1 µM), for inactives: at the top dose growth rescue (activation), actives largely listed as activators | 320,000 tested, 0.23% active;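 note: potency is the fitted concentration of half-maximal effect; % of control where 0% means no effect; nearly all actives have a fitted effect of over 45% in size; temperature-sensitive fusion mutants such as fzo1-1 at 37 °C on non-fermentable ethanol glycerol medium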
#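 Read-out: ATP-based luminescence (CellTiterGlo, 10 min ambient) reporting growth of fusion-defective ts yeast after 48 hours at 37C on glycerol/ethanol YPEG medium in the presence of compound.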
# S-ASM inh – inhibitors of human secretory acid sphingomyelinase. 340,000 tested, 0.006% active. Potency, µM (titrated, usually from 57.5 µM), without a hit: top-dose activity change, negative = inhibition, usual class: inhibitors. placental ASM, HMU-PC fluorogenic substrate, 60 min. P17405; note: potency is the fitted concentration of half-maximal effect
#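 qHTS format. ASM enzyme prepared from human placenta hydrolyses the fluorogenic substrate HMU-PC0 (9 uM final) over 60 min at 37 °C after a 10 min compound preincubation.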
# Eya2 inh – Eya2 (human) phosphatase inhibition | O00167 | 330,000 tested, 0.006% active | Potency, µM (highest dose often 76.9 µM), for the others: top-dose activity, negative = inhibition, usual class: inhibitors | recombinant Eya2, OMFP fluorescence dephosphorylation (OMFP is methylfluorescein phosphate); note: potency is the fitted concentration of half-maximal effect; % is set by controls: 0 for no effect and ±100 for the full control effect
#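 Eya2 (0.2 uM) preincubated 10 min at ambient with compound, then OMFP substrate added at 50 uM; 10 min reaction in 50 mM HEPES pH 7.5, 50 mM NaCl, 5 uM MgCl2, 0.05% BSA, 1 mM DTT. Fluorescence read at Ex 485/Em 525 nm.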
# * marks the source's active call; other numbers are inactive results; ? = inconclusive; . = no result given; [ ] = remark or other dose. Unless noted, calls come from the whole dose curve; as a rule, active = well fitted curve in the direction sought with a large enough effect; inconclusive = small, poorly fitted or top-dose-only effect, or another doubt; inactive = no such curve, though single readings can be large; an effect the other way counts as inactive or inconclusive. Only part of the results is shown; count on the stated rates, not on these rows.
SMILES,KCNH2 WT inh,MBNL1 CUG block,USP2a block,Chronic BCR inh,PKM2 act,Menin MLL FP TR,GALK inhibitor,TSHR antag,Mito fusion yeast,S-ASM inh,Eya2 inh
Cc1ccc(C)c(NC(=S)N2CCCCCC2)c1,3,-9%,-2%,3%,5%,8%,0%,-2,-6%,0%,1%
COc1ccc(N2CCN(c3ncnc4sc(C(=O)NCC5CCCO5)c(C)c34)CC2)cc1 (stereo not drawn),-8,11%,-3%,-23%,.,-14%,0%,-42,5%,-1%,-4%
CCOc1ccc(OCCC(=O)N(CC)CC(=O)NCc2cccs2)cc1,0,.,1%,-1%,.,.,.,0,2%,-1%,2%
C=C(C)CNC(=S)NNC(=O)c1ccc(Br)cc1,-6,?,2%,?,8%,1%,-1%,22,-1%,5%,-5%
C=CCNC(=O)c1onc(CSc2cccc(OC)c2)c1C(=O)NCC=C,-1,1%,4%,11%,14%,.,3%,-3,-13%,1%,-15%
COc1ccccc1CC(=O)NCCc1c[nH]c2ccccc12,1,-2%,1%,-11%,.,.,0%,-4,8%,5%,-14%
COc1ccc(C2Nc3ccccc3NC3=C2C(=O)CC(C)(C)C3)cc1 (stereo not drawn),4,?,9%,-12%,.,-11%,3%,-4,3%,3%,11%
O=C(COC(=O)CCSc1ccccc1Cl)Nc1ccc(F)cc1F,-23,.,1%,0%,5%,0%,1%,-12,3%,-5%,-7%
Cc1cc(C)c(C)c(S(=O)(=O)N2CCN(CC(=O)c3c(N)n(Cc4ccccc4)c(=O)n(C)c3=O)CC2)c1C,-11,-2%,-13%,4%,7%,-1%,1%,22,4%,1%,-3%
Cc1ccccc1OCC(=O)NC(=S)Nc1ccc(N2CCOCC2)c(Cl)c1,12,-9%,0%,-3%,-3%,?,2%,4,0%,-6%,13%
COc1ccccc1OCc1ccc(C(=O)NN)cc1,-2,0%,0%,0%,-2%,8%,-2%,-4,3%,-1%,16%
CCC1CCCCN1C(=O)Cn1c(=O)n(CCC(=O)NCc2ccco2)c(=O)c2sccc21 (stereo not drawn),9,7%,3%,2%,2%,-4%,-3%,5,-1%,2%,1%
CCCCCCCNC(=O)C1(CC2CC(c3ccc(Cl)cc3)=NO2)CCN(C(=O)c2ccccc2)CC1 (stereo not drawn),.,-2%,6%,-5%,0%,-7%,.,16,9%,-14%,-3%
O=C(COc1ccc(F)cc1Cl)Nc1nc(-c2ccccn2)cs1,.,.,5%,-8%,.,.,.,-9,?,.,7%
CCN(CC)CCCNC(=O)c1nn(-c2ccc(OC)cc2OC)c(=O)c2ccccc12,-2,7%,1%,9%,0%,-13%,-5%,9,-4%,1%,15%
COCCNC(=O)c1ccc2c(=O)n(CCCN3CCCC3=O)c(=S)[nH]c2c1,-9,4%,1%,1%,-1%,-10%,0%,-2,19%,15%,7%
CC(C)C[C@H](NC(=O)c1[nH]cnc1C(=O)N[C@H](C)c1ccccc1)C(=O)OCc1ccccc1,16,8%,-1%,25%,1%,-19%,-2%,-11,0%,-8%,-9%
CC(C)(C)n1ncc2c(=O)n(CC(=O)NCCc3ccccc3)cnc21,-1,-20%,3%,-4%,-9%,2%,-4%,-3,-9%,7%,8%
Cc1ccc2cc(C#N)c(SCC(=O)NCC3CCCO3)nc2c1 (stereo not drawn),-1,9%,2%,1%,-4%,-1%,3%,4,1%,7%,6%
Nc1[nH]ncc1-c1ccccc1,-1,7%,-1%,?,-2%,12%,0%,-11,-9%,-7%,2%
Cc1cnc(C(=O)OCC(=O)Nc2cc(Cl)cc(Cl)c2)cn1,-19,?,0%,?,-2%,-1%,0%,0,2%,-1%,7%
COc1ccc(-n2nc(C(=O)NCC(=O)NCCc3ccc(OC)c(OC)c3)c3ccccc3c2=O)cc1Cl,9,?,-1%,4%,2%,4%,4%,-4,1%,-2%,-7%
O=c1c2ccccc2nnn1CCN1CCOCC1,1,-8%,-1%,-20%,0%,16%,2%,13,-1%,3%,4%
CC(C)(C)OC(=O)NCCCCCc1nnc(SCc2c(F)cccc2Cl)o1,1,-9%,4%,0%,5%,.,0%,-17,0%,1%,-25%
CC(=O)Oc1ccc2c(=O)oc(-c3ccccc3C)nc2c1,-5,-1%,0%,?,?,39%,0%,-25,1%,0%,12%
CC1C(=O)CCCCCCCCCC2C1(N1CCOCC1)CS2(=O)=O (stereo not drawn),-4,?,-2%,2%,0%,-16%,-1%,-13,-7%,0%,-17%
N#Cc1ccc(/C=C2\CCCCn3c2nc2cc(C(=O)O)ccc2c3=O)cc1,2,?,2%,-7%,.,-36%,4%,-3,2%,-2%,4%
COc1cccc(OCCOCCNCCO)c1,.,-4%,0%,0%,-1%,-17%,0%,33,-1%,.,-3%
CC1=CC(=O)C(C(C)C)=C/C1=N/OC(=O)c1cccc([N+](=O)[O-])c1,-29,?,-7%,?,-4%,-4%,0%,9,3%,-6%,-4%
CC(C)(C)c1nc(SCC(=O)NNC(=O)c2ccccc2)c2ccccc2n1,-6,-4%,0%,-29%,-4%,5%,14%,-14,?,-1%,-4%
COc1cc(OC)c(C2C(C#N)=C(C)NC(C)=C2C#N)c(C(=O)O)c1,3,-10%,0%,3%,-3%,.,13%,4,1%,94%[activator],0%
COc1ccccc1C1C2=C(N=C3SCC(=O)N31)c1ccccc1CC2 (stereo not drawn),-2,-1%,-2%,2%,-1%,?,3%,-2,-3%,-3%,-1%
O=C1CC(c2ccsc2)c2cc3c(cc2N1)OCCO3 (stereo not drawn),0,?,1%,-12%,-2%,-7%,3%,-6,8%,1%,-4%
CN=CC1=C(O)CC(C)(C)CC1=O,-2,3%,1%,2%,-3%,14%,0%,1,2%,5%,-2%
CCN1CCN(S(=O)(=O)c2ccc(Cl)c(C(=O)N(C)Cc3cccc(Cl)c3Cl)c2)CC1,4,.,-2%,7%,.,.,.,-12,3%,4%,-25%
O=C(Cc1c(Cl)cccc1Cl)OCC(=O)N1CCOCC1,4,.,-2%,-1%,.,.,.,.,.,2%,-15%
O=C(COc1ccc2c(c1)CCC2)N1CCN(c2cccc(C(F)(F)F)c2)CC1,-2,.,-1%,-2%,8%,-18%,-3%,-12,-3%,-7%,-11%
CC(C)Oc1ccc(CCC(=O)N/N=C/c2ccc3c(c2)OCO3)cc1,0,-5%,1%,1%,.,1%,-2%,-6,-3%,-10%,4%
COc1cc(NC(=O)c2c3c(nc4ccccc24)CCC3)cc(OC)c1,-2,-6%,0%,4%,3%,.,-6%,-7,-3%,2%,?
CCc1ccc(NC(=O)C2CCN(C(=O)N3CCOc4ccccc43)CC2)cc1,11,-7%,0%,7%,1%,1%,.,-6,8%,-4%,-4%
CCCCN(C(=O)CSCc1c(C)noc1C)c1c(N)n(CCCC)c(=O)[nH]c1=O,-14,.,1%,2%,.,.,.,-2,-4%,16%,19%
CC1(C)Cc2c(sc3nc4n(c(=O)c23)CCC4)CO1,-11,0%,-1%,7%,-1%,-10%,-5%,-5,1%,1%,10%
O=C(O)c1cc(S(=O)(=O)N(Cc2ccccc2)c2ccc(Cl)cc2)ccc1Cl,-5,-3%,-8%,5%,.,?,-2%,-7,4%,3%,-2%
CCC(C)NC(=O)CSc1nnc(-c2cc(-c3ccc(C)cc3)nc3ccccc23)n1N (stereo not drawn),1,10%,0%,?,-1%,-2%,-2%,-8,3%,-6%,13%
CCc1cc2cc(C)ccc2nc1SCC(=O)N1CCN(C(=O)c2ccco2)CC1,8,2%,1%,?,10%,-13%,-1%,-4,27%,-9%,1%
Cc1c(C(=O)NC2=NCCS2)cccc1[N+](=O)[O-],-3,6%,-1%,-1%,.,35%[activator],.,3,22%,-1%,-9%
CCOC(=O)C1(C)/C(=N/Nc2ccc(S(N)(=O)=O)cc2)C(=O)C(=O)N1c1ccccc1 (stereo not drawn),1,?,-2%,24%,3%,24%,0%,6,-2%,?,-13%
